# Bioassay records as filed in PubChem.
# HKDC1 inh = HKDC1 (human) hexokinase inhibition; Q2TB90; recombinant HKDC1, G6PDH/diaphorase resazurin coupled fluorescence; inhibition, % at 20 µM; 0.16% of 340,000 active; AID 493160;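 active = inhibition above about 35% when tested at 20 µM, limit read from the data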;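 note: plate controls were DMSO wells with enzyme for no effect and DMSO wells lacking enzyme for full effect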
#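 Test system: HK5 enzyme. Quantity: 5 µg/mL HK5 final. Reagent: glucose and ATP substrates. Schedule: 90 min reaction incubation at room temperature, dark. Technique: resazurin-to-resorufin fluorescence via G6PDH and diaphorase coupling, 525/613 nm. Control set: DMSO wells with and without enzyme mix.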
# PfG6PD inh = PfG6PD (Plasmodium falciparum) enzyme inhibition; PfGluPho enzyme, NADPH resazurin-diaphorase fluorescence; inhibition, % at 20 µM; 0.78% of 350,000 active; AID 504690;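 active = inhibition reaching at least a set limit at 20 µM in the primary screen, cut at about 59% in these data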;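 note: 0% = DMSO wells with substrate and 100% = DMSO wells lacking glucose-6-phosphate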
# Apaf1 inhib = human Apaf-1 inhibition; inhibition, % at 20 µM; O14727; 0.71% of 330,000 active; AID 489030; reconstituted apoptosome caspase-3 activity, DEVD-Rh110 fluorescence; active = inhibition of at least 40% at 20 µM;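 note: plate controls were DMSO wells for no effect and DEVD-CHO caspase inhibitor wells for full effect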
#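 System: Apoptosome proteins | Medium: Hepes pH 7.5 with detergent and BSA | Also added: Cytochrome c trigger plus (Z-DEVD)2-Rh110 caspase-3 substrate | Incubation: 30 min compound preincubation, 50 min activation, room temperature | Detection: Rhodamine 110 fluorescence at Ex 480/Em 540 nm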
# SENP6 block = inhibitors of human SENP6 protease. Recombinant SENP6 catalytic domain, aminoluciferin luminescence. 1.8% of 330,000 active. Q9GZR1. inhibition, % at 10 µM;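 active = inhibition above about 50% at the single tested dose, limit read from the data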;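 note: plate controls were DMSO wells with enzyme for no effect and DMSO wells lacking enzyme for full effect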
# SENP8 block-1 = inhibitors of human SENP8 protease; Q96LD8; recombinant SENP8, Nedd8 substrate fluorescence; inhibition, % at 20 µM; 0.64% of 360,000 active; AID 602440; in the data active = inhibition mostly above about 40%, no sharp cut-off; inactive = mostly below about 27%
# Target sequence (Q96LD8 whole entry, looked up): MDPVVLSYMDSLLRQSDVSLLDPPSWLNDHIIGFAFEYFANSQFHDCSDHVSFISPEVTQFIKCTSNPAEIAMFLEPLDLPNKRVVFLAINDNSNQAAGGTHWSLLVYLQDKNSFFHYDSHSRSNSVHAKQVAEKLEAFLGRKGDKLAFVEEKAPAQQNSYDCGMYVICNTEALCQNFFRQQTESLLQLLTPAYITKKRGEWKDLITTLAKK
# SENP8 block-2 = SENP8 protease inhibition; Q96LD8; purified SENP8, Z-RLRGG-aminoluciferin cleavage, luminescence; inhibition, % at 10 µM; 1.2% of 330,000 active; AID 2540; in the data active = inhibition above about 50%
# SENP1 FRET inh = blocks the human SENP1 SUMO protease catalytic domain; Q9P0U3; recombinant SENP1 catalytic domain, CyPet-SUMO1-YPet FRET cleavage; inhibition, % at 10 µM; 0.21% of 360,000 active; AID 624204;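 active = inhibition at least 30% at 10 µM, raw YFP signal under a set limit, fluorescence ratio 0.5 to 1.5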;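 note: 0% = enzyme with DMSO and 100% = no enzyme wells; some results filed as inactive read as strong as hits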
# Target sequence (Q9P0U3 419-644 limits assumed): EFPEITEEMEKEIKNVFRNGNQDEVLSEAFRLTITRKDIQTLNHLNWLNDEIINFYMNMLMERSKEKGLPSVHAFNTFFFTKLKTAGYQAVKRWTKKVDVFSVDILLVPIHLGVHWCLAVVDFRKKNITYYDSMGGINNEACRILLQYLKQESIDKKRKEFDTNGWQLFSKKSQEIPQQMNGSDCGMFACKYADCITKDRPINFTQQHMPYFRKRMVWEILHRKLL
#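 Compound: 10 µM single point, 0.5% DMSO; Test system: hSENP1 catalytic domain, recombinant; Timing: 50 min reaction at room temperature; Technique: FRET, CFP and YFP emission; Control set: no-enzyme wells low, DMSO-plus-enzyme wells high control.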
# SENP7 inh = SENP7 protease inhibition. Q9BQF6. recombinant SENP7, Z-RLRGG-aminoluciferin luminescence, 40 min. inhibition, % at 5 µM. 1.5% of 330,000 active;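 active = inhibition above about 50% at the single test dose, limit read from the data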;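 note: plate controls were DMSO with enzyme for no effect and no enzyme buffer wells for full effect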
# Target sequence (Q9BQF6 706-1050 limits assumed): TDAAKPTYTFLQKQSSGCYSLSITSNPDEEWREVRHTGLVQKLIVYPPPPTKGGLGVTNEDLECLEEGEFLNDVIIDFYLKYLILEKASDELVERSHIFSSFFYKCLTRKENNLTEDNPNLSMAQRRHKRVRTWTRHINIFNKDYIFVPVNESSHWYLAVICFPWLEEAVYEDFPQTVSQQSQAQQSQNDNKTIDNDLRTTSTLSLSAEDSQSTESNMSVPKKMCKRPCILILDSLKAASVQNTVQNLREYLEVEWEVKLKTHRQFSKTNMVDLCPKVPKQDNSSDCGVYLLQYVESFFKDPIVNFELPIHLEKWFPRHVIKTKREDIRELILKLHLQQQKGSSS
# Numbers without * were called inactive; . = not tested or not shown.
item	Compound	SENP1 FRET inh	PfG6PD inh	SENP6 block	SENP7 inh	SENP8 block-1	HKDC1 inh	SENP8 block-2	Apaf1 inhib
1	CNc1c(NS(=O)(=O)c2ccc(OC)c(Cl)c2)c(=O)oc2ccccc12	2	9	-15	9	8	-2	6	-12
2	Nc1ccc2nc(-c3ccc(N)c(Cl)c3)[nH]c2c1	-9	2	60*	34	-449	-7	35	-22
3	OC1(c2ccccn2)COc2ccccc2O1 (stereo unspecified)	-1	-3	0	2	-1	-1	3	0
4	COc1ccc(N2C(=O)c3ccccc3NC2c2ccc(OC)c(Cn3cc([N+](=O)[O-])cn3)c2)cc1 (stereo unspecified)	1	1	-10	3	-154	0	-4	8
5	CC(C)Cn1c(=O)oc2ccccc21	2	-3	11	4	14	2	3	-2
6	Cc1ccccc1NC(=O)C1c2ccccc2Oc2ccccc21	-1	-15	-8	0	7	7	-8	-6
7	O=C(NCc1ccc2c(c1)OCO2)c1ccc(N2CCCC2=O)cc1	0	-11	7	0	14	-2	3	0
8	COc1cccc(OC)c1C(=O)Nc1ccccc1NC(=O)c1c(OC)cccc1OC	0	2	-1	-8	12	-3	1	2
9	Cc1ccc(CC2CC(=O)N(CCc3ccc4c(c3)OCO4)C2=O)cc1 (stereo unspecified)	0	-17	-10	-11	13	-4	-2	20
10	COc1ccc(C(=O)NC2CCN(C(=O)Nc3ccc(F)cc3)CC2)cc1	1	5	-38	-1	11	-5	-9	-6
11	Cc1ccc(NC(=O)CN2CCOCC2)c(Br)c1	-1	3	7	3	10	-7	9	1
12	COc1cccc(/C=N\NS(=O)(=O)c2ccccc2)c1OC	2	-1	-3	-10	2	-2	0	-2
13	CN(Cc1ccc(C(F)(F)F)cc1)C(=O)C1CCC(=O)N(C2CC2)C1 (stereo unspecified)	0	-3	5	16	9	-6	-10	-12
14	CN(CC(=O)NCc1cccs1)S(=O)(=O)c1cccc2cccnc12	0	1	-1	7	0	-4	-4	6
15	CC(C)c1cc(-c2n[nH]c(=S)n2Cc2ccccc2)cs1	2	7	4	-6	0	-1	-7	2
16	COCCOCCn1c(CCCO)nc2ccccc21	0	7	-10	-1	7	-6	11	2
17	CN1CCN(Cn2cc(/C=C/C(=O)c3ccccc3)c3ccccc32)CC1	-22	31	59*	23	-288	3	10	-2
18	CC(=O)Nc1ccc(NC(=O)C(C)Oc2ccc(Cl)cc2Cl)cc1 (stereo unspecified)	2	1	1	2	11	7	-4	-9
19	Cc1cccc(Nc2ccccc2C(=O)OCC(=O)N(C)C2CCS(=O)(=O)C2)c1C (stereo unspecified)	-5	16	-2	2	-148	-3	0	15
20	COc1ccc(C2C(C#N)=C(N)N(N(C)C)C3=C2C(=O)CCC3)cc1 (stereo unspecified)	0	9	4	5	20	0	13	-2
21	COc1ccc(OCCC(=O)Nc2ccccc2)cc1	0	0	6	-9	0	1	-20	9
22	CC(N=C1NS(=O)(=O)c2ccccc21)C(=O)NCc1ccc(F)cc1 (stereo unspecified)	2	7	4	7	-2	-4	0	-5
23	CN(c1ccc(OC(=O)c2ccc(-n3cncn3)c([N+](=O)[O-])c2)cc1)S(=O)(=O)c1ccccc1	3	33	-18	-5	20	2	0	3
24	Cc1ccc(S(=O)(=O)N2CCN(C(=O)COC(=O)c3c(C)cc(C)cc3C)CC2)c(C)c1	2	-5	-24	9	10	8	-9	18
25	COCC1CCN(Cc2nc(-c3cccs3)no2)C1 (stereo unspecified)	-1	5	-9	2	6	-12	-5	3
26	O=C(O)C1CCC(CNS(=O)(=O)c2ccc(Br)cc2)CC1 (stereo unspecified)	3	4	9	-2	12	-5	-9	9
27	COc1ccccc1N1C(=O)CC(Sc2nc(C)cc(C)n2)C1=O (stereo unspecified)	2	-3	-8	-5	1	-7	-7	-7
28	CCC(OC(=O)c1ccco1)C(=O)NCc1ccc2c(c1)OCO2 (stereo unspecified)	-2	0	-1	-1	15	-7	9	-2
29	Cc1ccc(S(=O)(=O)N2CCN(C(=O)Cc3ccc4c(c3)OCCO4)CC2)cc1C	1	-5	-6	3	0	-7	-3	-2
30	Cn1c(SCC(=O)NNC(=O)Cc2ccccc2)nnc1-c1ccccc1	3	0	19	3	11	-4	7	5
31	COc1ccc(-c2nc3ccc(C)cc3c(=O)o2)cc1OC	1	1	12	-17	-332	1	-6	13
32	O=C(CCC(=O)c1cccs1)OCc1ccc([N+](=O)[O-])cc1	13	4	0	-5	7	-4	-11	4
33	CCc1ccc(/C([O-])=C(/C(=S)NCCN2CCOCC2)[n+]2ccccc2)cc1	-5	11	10	5	4	-9	5	-1
34	O=C(NCCc1cccs1)C1CC1	1	-4	-43	7	9	-4	-4	-2
35	Cc1ccc(S(=O)(=O)NCc2ccccc2)cc1	2	-4	-21	-18	4	-3	-1	-2
36	CC(C)(C)c1csc(N/N=C/c2ccc(O)cc2)n1	-4	23	-13	-12	-64	7	-14	11
37	CCCCCCn1c(=O)c(F)cn(Cc2ccc(OC)c([N+](=O)[O-])c2)c1=O	2	-7	-22	-1	24	1	-8	23
38	CCCCNc1cccc2c1S(=O)(=O)N(CCCC)CC(COCc1ccccc1)O2 (stereo unspecified)	0	15	.	.	-120	0	.	.
39	Cc1c(NC(=S)N/N=C/c2cc([N+](=O)[O-])ccc2O)c(=O)n(-c2ccccc2)n1C	-2	-43	-3	0	22	-24	1	-9
40	CCOc1cc(S(=O)(=O)n2ccnc2)ccc1Br	3	7	-2	-4	3	-6	-2	-12

# Record cards (already shown). Order of screens: SENP1 FRET inh	PfG6PD inh	SENP6 block	SENP7 inh	SENP8 block-1	HKDC1 inh	SENP8 block-2	Apaf1 inhib
# Cc1ccc(S(=O)(=O)N2CCN(C(=O)Cc3ccc4c(c3)OCCO4)CC2)cc1C across the screens: 1	-5	-6	3	0	-7	-3	-2
# COc1ccc(OCCC(=O)Nc2ccccc2)cc1 across the screens: 0	0	6	-9	0	1	-20	9
# Cc1ccc(S(=O)(=O)N2CCN(C(=O)COC(=O)c3c(C)cc(C)cc3C)CC2)c(C)c1 across the screens: 2	-5	-24	9	10	8	-9	18
# O=C(CCC(=O)c1cccs1)OCc1ccc([N+](=O)[O-])cc1 across the screens: 13	4	0	-5	7	-4	-11	4
# CC(N=C1NS(=O)(=O)c2ccccc21)C(=O)NCc1ccc(F)cc1 (stereo unspecified) across the screens: 2	7	4	7	-2	-4	0	-5

# Entries listed above that bear a hit mark in SENP6 block.
item | canonical_smiles | SENP1 FRET inh | PfG6PD inh | SENP6 block | SENP7 inh | HKDC1 inh
2 | Nc1ccc2nc(-c3ccc(N)c(Cl)c3)[nH]c2c1 | -9 | 2 | 60* | 34 | -7
17 | CN1CCN(Cn2cc(/C=C/C(=O)c3ccccc3)c3ccccc32)CC1 | -22 | 31 | 59* | 23 | 3

# Following part:
item	Compound	SENP1 FRET inh	PfG6PD inh	SENP6 block	SENP7 inh	SENP8 block-1	HKDC1 inh	SENP8 block-2	Apaf1 inhib
41	O=C(Nc1cccc([N+](=O)[O-])c1)Nc1cccc([N+](=O)[O-])c1	0	32	-3	-2	14	-8	-3	4
42	CNC(=O)c1sc(Nc2cc(C)ccc2C)nc1C	2	-7	-1	5	-20	-7	2	-2
43	COc1ccc(CNC(=S)NC2CCCCC2)cc1	2	-1	-5	16	-4	1	-14	5
44	Clc1ccc2c(N/N=C/c3ccc(Br)cc3)ccnc2c1	-6	-3	.	.	-286	8	.	.
45	Cc1nn(C(C)C)c(C)c1[C@@H]1C[C@H]2CN(Cc3cccc(Cl)c3)C(=O)[C@]23CCCN13	-2	-1	-10	5	28	-3	-5	9
46	O=C(Nc1ccc(Cc2ccncc2)cc1)c1ccc(N2CCOCC2)c([N+](=O)[O-])c1	2	-10	-6	2	38	-3	5	-17
47	O=C(Cc1ccc(F)cc1)N(c1ccc(F)cc1)C1C=CS(=O)(=O)C1 (stereo unspecified)	3	-2	-37	-8	15	-4	0	-8
48	CC(Sc1ccc(Cl)cc1)C(=O)NNC(=O)c1ccncc1 (stereo unspecified)	2	-12	-3	3	2	-7	4	-6
49	CNC(=S)N/N=C/c1ccc(OCC(=O)Nc2c(C)cc(C)cc2C)c(OC)c1	3	-7	0	4	6	-12	5	6
50	CCc1cccc2c(C(=O)COC(=O)c3c(C)noc3C)c[nH]c12	3	-6	-39	4	10	-6	4	1
51	O=C(c1cc(-c2ccccc2O)on1)N1CCCC1	0	3	17	9	9	-6	3	3
52	c1ccc(-n2ncc3c(NCc4cccnc4)ncnc32)cc1	0	2	3	2	9	-11	-2	-2
53	CC(=NCCCn1ccnc1)c1c(C)[nH]n(-c2ccc([N+](=O)[O-])cc2)c1=O	1	-6	17	3	8	-6	1	-10
54	CCC1Oc2ccccc2N(CC(=O)Nc2ccc(OC)cc2OC)C1=O (stereo unspecified)	0	-11	-9	0	12	-5	-12	2
55	O=C(NCC(c1cccs1)N1CCOCC1)C1CCN(S(=O)(=O)c2ccccc2C(F)(F)F)CC1 (stereo unspecified)	0	1	-12	6	2	-3	-9	0
56	CCc1nnc(NC(=O)CCc2ccc(C)o2)s1	-1	-4	6	9	11	-7	1	3
57	Cc1ccc(OCC(=O)Nc2ccccc2C(=O)N2CCCC2)cc1	0	-15	6	4	8	-3	6	3
58	Cc1ccc2ncc([N+](=O)[O-])n2c1	-35	-17	-9	-7	9	3	1	1
59	O=C1CN(CC(=O)Nc2ccc(SC(F)F)cc2)CCN1	-1	9	-11	1	3	1	-7	-5
60	COc1cc(-c2nnc3sc(-c4ccco4)nn23)cc(OC)c1OC	0	20	-1	0	-9	6	8	-2
61	COc1ccc(S(=O)(=O)N(C)C)cc1NC(=O)CSC(C)C(=O)Nc1cc(C)on1 (stereo unspecified)	2	1	-6	2	4	-4	-6	1
62	CC(=O)C1=C(C)N(c2ccccc2)C(=O)C1(NS(=O)(=O)c1ccc(N)cc1)C(F)(F)F (stereo unspecified)	-5	-12	-12	0	8	8	-3	9
63	COc1nccnc1NS(=O)(=O)c1ccc(NC(=S)NC(=O)/C=C/c2ccc(F)cc2)cc1	3	6	-4	1	20	5	4	-4

# A draw from above in order of count of non-hydrogen atoms, smallest number first:
item	Compound	SENP1 FRET inh	PfG6PD inh	SENP6 block	SENP7 inh	SENP8 block-1	HKDC1 inh	SENP8 block-2	Apaf1 inhib
48	CC(Sc1ccc(Cl)cc1)C(=O)NNC(=O)c1ccncc1 (stereo unspecified)	2	-12	-3	3	2	-7	4	-6
57	Cc1ccc(OCC(=O)Nc2ccccc2C(=O)N2CCCC2)cc1	0	-15	6	4	8	-3	6	3
54	CCC1Oc2ccccc2N(CC(=O)Nc2ccc(OC)cc2OC)C1=O (stereo unspecified)	0	-11	-9	0	12	-5	-12	2
